NCI-60 one-dose screen, 48 h, at 10 µM unless noted. Numbers give growth in % (100 = growth as untreated, 0 = no growth, -100 = all killed).
MALME-3M: MALME-3M melanoma | hit rate 5.8% among 78,000 | AID 1794766
UACC-257: UACC-257 melanoma; hit rate 4.4% among 78,000; AID 1794764
SK-MEL-2: SK-MEL-2 melanoma; hit rate 4.7% among 77,000; AID 1794763
MDA-MB-435: MDA-MB-435 melanoma | hit rate 7.8% among 82,000 | AID 1794794
M14: M14 melanoma; hit rate 6.2% among 80,000
SK-MEL-28: SK-MEL-28 melanoma. hit rate 4.1% among 81,000
SK-MEL-5: SK-MEL-5 melanoma | hit rate 6.4% among 80,000 | AID 1794755
UACC-62: UACC-62 melanoma. hit rate 5.4% among 81,000. AID 1794756
Numbers without * were called inactive; nt = not tested or not shown; & = joins results of further samples; ! = not active in a repeat. How the source made its calls: active means growth percent below 10; inactive means the rest.

A first look, 13 compounds:
SMILES	MALME-3M	UACC-257	SK-MEL-2	MDA-MB-435	M14	SK-MEL-28	SK-MEL-5	UACC-62
Cc1ccc(Nc2ccc(Nc3ccc(C)cc3)c3c2C(=O)c2ccccc2C3=O)cc1	101	96	101	108	105	100	97	92
CCn1c(Sc2nnc(Nc3ccc(F)cc3)s2)nc2c1c(=O)n(C)c(=O)n2C	96	105	89	93	96	100	96	91
N#CCC(=O)Nc1ncc(Cc2ccc(Cl)cc2)s1	91	92	106	65	42	103	101	34
Cc1cccc(-c2nc(C(=O)O)c3cccc(F)c3n2)c1	106	96	105	100	103	107	101	107
C/C(=N/O)c1ccc(N2C(=O)c3ccccc3C2=O)cc1	97	101	106	107	106	103	100	89
CCOc1ccc2c(c1)sc1nc(-c3ccccc3)c(-c3cc(OC)c(OC)c(OC)c3)n12	nt	105	102	106	111	106	109	103
Cc1ccc(S(=O)(=O)N(CCCc2c(C)nc(N)nc2N(C)C)c2ccccc2)cc1	114	71	103	80	80	94	64	77
COc1cc(Cn2cc3c(c2)-c2onc(CO)c2CC3)cc(OC)c1OC	80	93	90	72	86	94	83	80
COc1ccc(-c2c(C(C)=O)c(C)n(-c3ccccc3)c2Cc2ccccc2)cc1OC	94	92	77	104	92	99	92	60
COc1cc(-c2cc(/C=C/C(=O)c3ccc(F)c(F)c3)[nH]n2)cc(OC)c1OC	73	81	83	52	68	73	76	51
COc1ccc(S(=O)(=O)N(C)C)cc1N	111	102	121	109	100	116	111	103
Cc1ccccc1/C=C/c1nn2c(-c3ccoc3C)nnc2s1	106	110	nt	96	99	95	98	88
COc1ccc(C2CC(=O)c3c(cc(OC)c(O)c3OC)O2)cc1 (centres undefined)	118	110	121	102	120	114	100	102

Main list, previewed entries included:
SMILES	MALME-3M	UACC-257	SK-MEL-2	MDA-MB-435	M14	SK-MEL-28	SK-MEL-5	UACC-62
Cc1ccc(Nc2ccc(Nc3ccc(C)cc3)c3c2C(=O)c2ccccc2C3=O)cc1	101	96	101	108	105	100	97	92
CCn1c(Sc2nnc(Nc3ccc(F)cc3)s2)nc2c1c(=O)n(C)c(=O)n2C	96	105	89	93	96	100	96	91
N#CCC(=O)Nc1ncc(Cc2ccc(Cl)cc2)s1	91	92	106	65	42	103	101	34
Cc1cccc(-c2nc(C(=O)O)c3cccc(F)c3n2)c1	106	96	105	100	103	107	101	107
C/C(=N/O)c1ccc(N2C(=O)c3ccccc3C2=O)cc1	97	101	106	107	106	103	100	89
CCOc1ccc2c(c1)sc1nc(-c3ccccc3)c(-c3cc(OC)c(OC)c(OC)c3)n12	nt	105	102	106	111	106	109	103
Cc1ccc(S(=O)(=O)N(CCCc2c(C)nc(N)nc2N(C)C)c2ccccc2)cc1	114	71	103	80	80	94	64	77
COc1cc(Cn2cc3c(c2)-c2onc(CO)c2CC3)cc(OC)c1OC	80	93	90	72	86	94	83	80
COc1ccc(-c2c(C(C)=O)c(C)n(-c3ccccc3)c2Cc2ccccc2)cc1OC	94	92	77	104	92	99	92	60
COc1cc(-c2cc(/C=C/C(=O)c3ccc(F)c(F)c3)[nH]n2)cc(OC)c1OC	73	81	83	52	68	73	76	51
COc1ccc(S(=O)(=O)N(C)C)cc1N	111	102	121	109	100	116	111	103
Cc1ccccc1/C=C/c1nn2c(-c3ccoc3C)nnc2s1	106	110	nt	96	99	95	98	88
COc1ccc(C2CC(=O)c3c(cc(OC)c(O)c3OC)O2)cc1 (centres undefined)	118	110	121	102	120	114	100	102
COc1ccc(-c2cc3nc(NC(C)=O)[nH]c(=O)c3s2)cc1	nt	95	101	110	102	116	97	94
O=[N+]([O-])c1ccc(N/N=C(\c2ccccc2)c2ccc(Cl)cc2)nc1	108	114	97	106	109	106	110	104
N#Cc1coc(-c2ccccc2)n1	103	97	99	104	110	106	103	92
CC(C)C1NC(=S)CNC1=S (centres undefined)	106	105	102	107	101	107	nt	100
O=Cc1ccc(-c2cn3ccnc3c(-c3ccc4ncn(Cc5ccccc5)c4c3)n2)cc1	113	122	72	87	77	92	43	63
Cc1ccccc1N1CCN(CC(O)CSc2ccccc2)CC1 (centres undefined)	nt	93	93	93	87	104	92	94
COC1=CC(=C2C=C(OC)C(=O)C(OC)=C2)C=C(OC)C1=O	80	85	99	28	53	92	47	50
CCN(CC)CC(CC)(c1ccccc1)C1(O)CCCC1 (centres undefined)	109	108	110	101	109	110	105	107
O=S1(=O)N=C2Oc3ccccc3N2c2ccncc21	106	98	95	89	111	90	109	104
CN(c1ccccc1)S(=O)(=O)c1ccc2ccccc2c1	82	98	78	49	92	100	98	89
O=C(Cc1ccc(/C=C/C(=O)c2ccccc2O)cc1)Nc1ccccc1	106	96	91	91	87	102	90	83
O=C(/C=C/c1ccccc1Cl)Nc1ncc(Cc2cc(Cl)ccc2Cl)s1	40	61	30	-27*	18	55	26	23
Nc1ncnc2sc(-c3cccs3)c(-c3ccccc3)c12	96	92	98	91	96	93	85	84
O=[N+]([O-])c1ccc2nc(CCl)[nH]c2c1	91	57	88	80	84	92	95	55
CCN(CC)CCCC(C)NCc1ccccc1 (centres undefined)	91	102	81	100	91	102	108	98
O=C(CN1C(=O)c2ccccc2S1(=O)=O)Nc1nc(-c2cc3ccccc3oc2=O)cs1	101	100	107	104	106	107	99	98
CN(Cc1cnc2nc(N)nc(N)c2n1)c1ccc(C(=O)NC(CCC(=O)O)C(=O)O)cc1 (centres undefined)	44	53	80	31	11	62	23	21
CCCCn1ccnc1C	112	101	114	128	108	133	103	98
Cc1cc2c(cc1C1(c3ncc(C(=O)O)cn3)CC1)C(C)(C)CCC2(C)C	77	109	107	94	92	90	81	93
O=C1Nc2cc(-c3ccc(NS(=O)(=O)c4ccc(C(F)(F)F)cc4)cc3)ccc2/C1=C/c1ccc[nH]1	63	26	22	9.7*	55	47	43	31
C=C(C)CC/C=C\C(=O)O	99	103	80	107	107	121	102	108
CCCCCCCCCCCCCCNC(=O)C(C)O (centres undefined)	nt	93	116	106	100	100	94	77
CCn1c(Cc2ccccc2Nc2c(Cl)cccc2Cl)nnc1SCC(=O)NN1C(=O)/C(=C/c2cccc(OC)c2OC)SC1=S	97	101	97	103	103	104	97	97
N#CC1=C(N)Oc2c(sc3c(F)cccc23)C1c1ccc(F)cc1 (centres undefined)	56	60	-4.0*	-52*	0.9*	64	22	29
C=CC(Cl)CC1CCC2OC12 (centres undefined)	102	142	127	107	107	109	105	101
Cc1ccc(NC(=O)Nc2cc(C(F)(F)F)cc(C(F)(F)F)c2)c(C(=O)O)c1	85	85	98	98	92	100	93	89
CCC(=O)c1ccc(-c2ccccc2)cc1	112	nt	105	106	119	113	106	105
CCn1c(SCC(=O)N/N=C/c2cn(-c3ccccc3)nc2-c2ccc(Cl)cc2)nc2c1c(=O)n(C)c(=O)n2C	107	111	102	98	98	97	94	87
COc1cc(C2NC(c3cc(OC)c(OC)c(OC)c3)C(C#N)(C#N)C2(C#N)C#N)cc(OC)c1OC (centres undefined)	96	106	101	101	93	97	90	98
CC1CCN(Cc2c(O)ccc3cc(-c4nc5ccccc5s4)c(=O)oc23)CC1	100	57	80	76	62	91	58	56
CC[C@H](Nc1ncnc2nc[nH]c12)c1nc2cccc(CNCc3ccc(C(=O)NO)cc3)c2c(=O)n1-c1ccccc1	84	92	102	101	101	112	101	103
CCOc1ccc2nc(NC(=O)CSC(=S)N3CCN(C)CC3)sc2c1	103	93	nt	101	109	107	89	nt
Cc1ccc(Nc2cc(Cl)nc(N)n2)c([N+](=O)[O-])c1	108	109	102	105	113	108	97	81
COc1cc(C2C3=C(COC3=O)Nc3c2ccc2c3CCCC2)cc2c1OCO2 (centres undefined)	92	nt	19	-17*	13	70	-19*	36
NC(N)=NN=C(c1ccccn1)c1ccccn1	102	98	107	111	104	112	100	101
CC(C)C(O)c1ccccc1 (centres undefined)	106	nt	117	109	103	106	106	108
CC(C)(C)CC1OC1CSC#N (centres undefined)	114	112	105	100	115	99	102	98
O=[N+]([O-])c1ccc(O)cc1	115	83	83	109	104	122	110	116
COc1ccccc1Cn1c(-c2ccccc2OC)nc2ccccc21	96	94	89	115	97	119	93	76
CN1CCN(c2ccc3c(C(N)=O)c(NC(=O)c4ccc(C(C)(C)C)cc4)sc3c2)CC1	82	93	97	95	90	90	90	100
CC(O)(c1ccc(Cl)cc1)C(c1ccccc1)c1ccccn1 (centres undefined)	107	109	94	104	93	113	108	79
COc1cc(-n2cc(C#N)c(N)c2C(=O)c2ccc(C)cc2)cc(OC)c1OC	87	92	98	90	93	100	100	48
COc1ccc(/C=C/C=C\C(=O)c2ccc(N3CCCCC3)cc2)cc1	101	95	103	93	114	112	95	90
COc1ccc(C2=NOC(CC(=O)N3CCCCC3)C2)cc1OC1CCCC1 (centres undefined)	108	103	105	105	93	113	97	82
C=C(C=O)[C@@H]1CC[C@]2(CN)CC[C@]3(C)[C@H](CC[C@@H]4[C@@]5(C)CCCNC(C)(C)[C@@H]5CC[C@]43C)[C@@H]12	117	111	114	102	102	110	92	106
OC(CN1CCOCC1)CN1CCOCC1	110	109	98	112	107	108	98	103
CCOc1cc2ncc(C#N)c(Nc3ccc(OCc4cccc(F)c4)c(Cl)c3)c2cc1NC(=O)CCCCC1CCSS1 (centres undefined)	125	81	94	99	93	101	nt	89
The results go on.
SMILES	MALME-3M	UACC-257	SK-MEL-2	MDA-MB-435	M14	SK-MEL-28	SK-MEL-5	UACC-62
Fc1ccc(F)c(-c2cnc3nonc3n2)c1	112	87	108	109	102	101	103	84
Cc1cccc(C)c1NC=O	111	93	103	105	104	109	98	110
CSc1nnc2c3ccccc3n(Cc3ccccc3)c2n1	nt	124	102	101	106	nt	nt	96
O=C(/C=C(O)/C=C/c1ccc2[nH]ccc2c1)/C=C/c1ccc2[nH]ccc2c1	91	100	98	88	67	110	88	85
NC(=O)C1C2C(=O)N(c3ccc(Cl)cc3)C(=O)C2C2c3ccccc3C=NN12 (centres undefined)	101	91	91	104	102	100	98	94
O=C(Nc1ccccc1O)c1ccccc1Nc1ccnc(C(F)(F)F)c1	112	106	104	115	99	117	71	58
O=C1NC(=O)C(Cc2ccc(OCc3ccc(-c4ccc(Cl)cc4Cl)cc3)cc2)S1 (centres undefined)	50	56	50	24	47	65	-28*	42
COc1cc(C#N)cc(OC)c1OC	93	106	87	110	103	105	106	108
COc1cc(Nc2ncccc2NC(=O)c2cn(Cc3ccc(F)cc3)nn2)cc(OC)c1OC	97	114	118	109	120	106	98	92
CC(C)(CO)N=Cc1cc([N+](=O)[O-])ccc1O	102	86	101	92	102	103	102	96
O=C(Nc1ccccc1)Oc1ccc(Br)cc1Br	101	98	77	97	107	105	103	105
CC(C)c1ccc(C=O)cc1	118	92	98	113	nt	108	104	100
CC1CC(C(C)(C)C)C(=O)C(C(C)(C)C)C1 (centres undefined)	105	102	105	103	118	116	105	100
C=CCC(Cc1ccccc1)C(N)=O (centres undefined)	97	101	114	105	98	112	99	107
Fc1ccc(-c2cn3nc(-c4c[nH]c5ccccc45)sc3n2)cc1	82	82	102	101	87	100	81	73
O=C1c2ccccc2C(=O)c2c1cc(O)c(O)c2O	76	95	83	122	105	105	72	97
O=C(NNC(=O)N1c2ccccc2C=Cc2ccccc21)c1ccc(Cl)cc1	95	113	106	98	103	96	100	87
C=CCNC(=S)N/N=C(\C)c1nnn(-c2ccc(Cl)cc2)c1C	99	104	98	96	100	110	93	86
CC(C)(C)c1ccc(OCc2nc3ccccc3n2-c2cccc(N)c2)cc1	101&49	111&74	109&63	102&71	103&100	121&79	5.6*!	98&55
Cc1cc(-c2ccc([N+](=O)[O-])cc2)cc(C)n1	nt	129	97	103	108	112	105	95
C[C@]12CC[C@H]3[C@@H](CCC4=CC(=O)CC[C@@]43C)[C@@H]1CC[C@@H]2C(=O)CF	90	79	105	96	89	102	88	81
Cc1cc(O)c2c(c1)C1OC(=O)CCCCCN1C1=C2C(=O)c2cccc(OC3CC(O)C(O)C(C)O3)c2C1=O (centres undefined)	41	nt	46	13	67	76	87	90
NS(=O)(=O)c1cc2c(cc1Cl)NC(C1CC3C=CC1C3)NS2(=O)=O (centres undefined)	112	103	116	107	113	111	95	106
NS(=O)(=O)c1ccccc1NCCC(=O)c1ccc2ccccc2c1	88	101	101	101	94	106	98	79
COc1ccc2oc(=O)cc(CP(=O)(O)O)c2c1	88	97	102	103	95	102	101	96
CC1(C)CC(=O)C2=C(C1)OC(C(=O)c1ccc(N=[N+]=[N-])cc1)C2c1ccc(Br)cc1 (centres undefined)	116	107	104	110	108	110	nt	91
CCO/C([O-])=N\c1c[n+](N2CCOCC2)no1	106	106	113	103	103	115	102	107
COc1cc(-c2nc(SC(C)C)nc(N3CCOCC3)c2C#N)cc(OC)c1OC	86	102	100	102	110	109	94	78
CCC(=O)N/N=C/C=N/NC(=O)c1ccncc1	107	107	107	103	108	103	98	102
COc1ccc2c(C)cc(SCC(=O)Nc3c(C)n[nH]c3C)nc2c1	117	96	75	104	109	105	105	94
CCOC(=O)CCn1c(-c2ccccc2)cc(-c2ccccc2)c(C#N)c1=O	106	106	111	101	101	107	99	77
CCOC(=O)C(C#N)C(=N)C1CC(C)(C)OC1=O (centres undefined)	99	108	117	nt	111	97	95	105
CCC(=O)NCc1cc(-c2ccc(Cl)cc2)n(-c2ccccc2)c1C	80	64	85	83	83	81	49	40
O=C(O)COc1ccc(OCC(=O)O)cc1	21	nt	65	30	21	53	2.7*	-3.1*

Screening data deposited in PubChem BioAssay by NCI.
